High-throughput results deposited in PubChem by several laboratories.
MEKK2 mut-MEK5: signal of MEK5 binding to mutant human MEKK2 PB1 domain; bead flow cytometry, Alexa488-MEK5 binding to MEKK2 mutant; percent response, % at 10 µM; actives 0.35% (n = 290,000); in the data active means percent response above about 24%, passing the limit was not always enough; further: inactives centre near 1; some results filed as inactive read as strong as hits; reference of the scale not given here
IDE act: activators of human insulin-degrading enzyme in cells. AID 493087. HEK cells, FAbeta-B cleavage, fluorescence polarization; 0% vehicle, 100% cell-free pure enzyme wells. actives 0.073% (n = 340,000). P14735. activation, % at 5.96 µM;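 active means activation above the mean of all tested compounds plus 3 SD, set per screening campaign, cut at about 17% in these data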
Target sequence (P14735 whole entry, looked up): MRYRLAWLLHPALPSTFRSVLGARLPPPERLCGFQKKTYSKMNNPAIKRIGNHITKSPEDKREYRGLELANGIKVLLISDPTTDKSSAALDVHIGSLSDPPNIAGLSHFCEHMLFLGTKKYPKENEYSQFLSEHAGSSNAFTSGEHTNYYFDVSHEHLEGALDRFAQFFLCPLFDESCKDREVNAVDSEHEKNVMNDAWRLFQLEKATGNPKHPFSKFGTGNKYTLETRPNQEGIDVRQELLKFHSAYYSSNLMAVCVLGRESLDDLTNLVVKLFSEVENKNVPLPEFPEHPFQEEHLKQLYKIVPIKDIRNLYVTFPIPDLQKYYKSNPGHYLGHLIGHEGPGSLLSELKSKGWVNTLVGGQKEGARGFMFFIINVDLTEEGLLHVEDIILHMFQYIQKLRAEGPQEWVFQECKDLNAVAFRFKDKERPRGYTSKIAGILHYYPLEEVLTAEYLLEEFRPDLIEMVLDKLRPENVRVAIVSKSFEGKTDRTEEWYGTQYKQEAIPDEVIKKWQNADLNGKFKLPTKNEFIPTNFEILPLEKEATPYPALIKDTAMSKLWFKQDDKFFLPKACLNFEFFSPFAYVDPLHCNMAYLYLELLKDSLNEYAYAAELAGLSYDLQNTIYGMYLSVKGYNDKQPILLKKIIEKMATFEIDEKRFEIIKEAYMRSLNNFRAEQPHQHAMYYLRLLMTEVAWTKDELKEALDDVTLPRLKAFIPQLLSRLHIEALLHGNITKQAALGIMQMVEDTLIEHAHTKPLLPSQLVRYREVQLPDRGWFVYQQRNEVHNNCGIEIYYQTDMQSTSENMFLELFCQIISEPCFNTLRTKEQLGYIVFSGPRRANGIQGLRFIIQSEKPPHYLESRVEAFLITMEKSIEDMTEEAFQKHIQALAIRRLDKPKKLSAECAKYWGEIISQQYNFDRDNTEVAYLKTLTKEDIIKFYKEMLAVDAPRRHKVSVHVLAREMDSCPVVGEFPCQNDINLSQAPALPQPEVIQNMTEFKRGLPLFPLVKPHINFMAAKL
PfM18AAP inh: blocks P. falciparum M18 aspartyl aminopeptidase; recombinant PfM18AAP, H-Glu-NHMec fluorogenic cleavage; inhibition, % at 7.35 µM; actives 1.2% (n = 290,000);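 active means inhibition above the campaign mean inhibition over all tested compounds plus 3 SD, cut at about 28% in these data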;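 further: 0% = plate median of test compound wells and 100% = 2 mM ZnCl2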
NALP1 inh: inhibitors of NALP1 inflammasome in yeast | inhibition, % at 10 µM | AID 2071 | actives 0.61% (n = 280,000) | S. cerevisiae NALP1/ASC/caspase-1 growth, X-gal OD620, 72 h; in the data active means inhibition mostly above about 24%, no sharp cut-off; inactive means mostly below about 32%; further: some compounds called inactive have numbers as strong as hits
MEKK3 PB1 HTS: raises or lowers MEK5 binding to the human MEKK3 PB1 domain; actives 1.4% (n = 290,000); bead-based flow cytometry, Alexa488-MEK5 binding to MEKK3; actives lie on both sides; 0 = blocked by unlabeled MEK5, 100 = vehicle; binding response (% of control), % at 10 µM; Q99759; AID 1529;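 active means binding response more than 3 SD above or below the average of its plate-row segment, actives on both sides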;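 further: Alexa488 bead fluorescence after subtracting the streptavidin-only scavenger bead signal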
IDE inh: cellular human IDE inhibition; P14735; HEK cells, FAbetaB cleavage, fluorescence polarization; inhibition, % at 5.59 µM; actives 0.41% (n = 320,000); AID 434962;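 active means percent inhibition above the average of all tested compounds plus 3 SD, set per screening campaign, cut at about 16% in these data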;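 further: IDE supplied by intact live HEK cells; FP after avidin binding of uncleaved biotin substrate so inhibition keeps polarization high; 0% = DMSO wells and 100% = 60 µM reference IDE inhibitor Ii1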
SUMO HTRF inh: SUMOylation inhibition | P63279 | HTRF SUMOylation assay, SAE1/SAE2 + UBC9, in vitro | inhibition, % at 35 µM | actives 0.36% (n = 290,000); in the data active means inhibition above about 50%, passing the limit was not always enough; further: strong numbers were not always called active
pCIP destab: lowers stability of the mouse p/CIP coactivator protein; actives 0.01% (n = 290,000); F442A p/CIP-EGFP cells, EGFP fluorescence, 16 h; Q05BA5; decrease of EGFP signal, % at 10 µM; AID 1984;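 active means EGFP signal decrease of at least 30% at 10 µM or well 3 SD below plate mean, unless failing retest; inactive means the rest, including hits failing retest or dose response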; further: some compounds called inactive have numbers as strong as hits; many of its hits are not listed in these tables
MEKK2wt PB1 HTS: raises or lowers MEK5 binding to wildtype human MEKK2 PB1 domain; Q9Y2U5; bead flow cytometry, Alexa488-MEK5 binding to MEKK2 WT; actives lie on both sides; binding response (% of control), % at 10 µM; actives 1.1% (n = 290,000); AID 1531; in the data active means binding response below about 67% or above about 130%
Active calls of the source: *; . = no result given.

smiles	MEKK2 mut-MEK5	IDE act	PfM18AAP inh	NALP1 inh	MEKK3 PB1 HTS	IDE inh	SUMO HTRF inh	pCIP destab	MEKK2wt PB1 HTS
Cn1c(SCC(N)=O)nnc1-c1cnccn1	-8.0	2.5	-9.0	4.0	100.0	-0.9	15.0	-11.9	91.0
COc1ccccc1C1CCN(c2ccc([N+](=O)[O-])c(OC)c2)CC1	0.0	0.5	3.9	17.9	100.0	1.8	7.3	-9.7	102.0
CN1C(=O)C(CC(=O)NCC2CCCCC2)SC1=Nc1ccccc1 (stereo not given)	-8.0	2.3	-5.9	13.2	98.0	-1.5	-12.1	-13.5	97.0
COc1cc(NS(=O)(=O)c2ccc3[nH]c(=O)oc3c2)cc(OC)c1	1.0	.	2.7	-12.3	110.0	2.0	1.6	-12.1	104.0
CCCCn1c(=O)c(CCC(=O)OC(C)C(=O)Nc2cccc(Cl)c2Cl)nc2ccccc21 (stereo not given)	6.0	-3.1	-4.1	9.8	98.0	-0.8	-10.9	-13.2	98.0
O=c1oc2ccc(Br)cc2cc1S(=O)(=O)c1ccc(F)cc1	-1.0	-1.9	0.5	14.6	97.0	5.3	5.4	-2.9	96.0
Cn1c(N)c(C(=O)COC(=O)c2cc(-c3ccccc3)nc3ccccc23)c(=O)n(C)c1=O	2.0	.	.	.	105.0	1.8	.	.	100.0
CCOC(=O)CN(C(=O)CSc1nnc(C)n1-c1ccccc1)c1cccc([N+](=O)[O-])c1	-6.0	1.2	-5.7	7.0	99.0	0.0	0.1	6.7	102.0
Cc1ccc(N(C(=O)C2CCCC2)C2C=CS(=O)(=O)C2)cc1 (stereo not given)	-1.0	3.8	-1.8	31.8	90.0	-4.0	-3.8	-4.6	97.0
CSc1ccc(CN2CCC(Oc3ccc(C(=O)N4CCCC4)cc3)CC2)cc1	-5.0	4.0	-10.1	29.9	96.0	0.0	5.8	6.0	104.0
COc1ccc(-c2noc(C(C)NC(=O)c3ccco3)n2)cc1OC (stereo not given)	5.0	-2.4	-6.4	-2.9	98.0	-1.0	8.6	-11.7	101.0
COc1cc([N+](=O)[O-])c(OC)cc1SCc1n[nH]c(=S)n1-c1ccc(C)cc1	6.0	-0.1	5.2	.	105.0	5.1	-45.9	1.1	111.0
NS(=O)(=O)c1ccc(CCNC(=O)/C=C/c2ccc([N+](=O)[O-])cc2)cc1	-4.0	7.6	13.7	3.4	99.0	4.9	13.8	-5.0	93.0
CCc1ccccc1NC(=O)CN(C)S(=O)(=O)c1ccc(-c2ccc(=O)[nH]n2)s1	-1.0	6.7	4.0	15.7	95.0	1.2	7.3	-2.4	94.0
c1ccc(Nc2nc(-c3cccs3)cs2)nc1	17.0	-0.7	1.2	-67.7	118.0	-2.3	-35.0	8.7	119.0
Cc1ccc2[nH]c(=O)c(CN(Cc3ccc4c(c3)OCO4)Cc3nnnn3Cc3ccco3)cc2c1	-7.0	-9.3	5.6	4.5	97.0	4.9	2.3	-5.1	94.0
COc1ccc(NC(=O)CN(C)CC(=O)Nc2ccccc2SC)cc1Cl	5.0	2.5	-1.2	17.7	107.0	-4.8	-3.6	-0.4	104.0
O=C(C1CCCCC1)N1CCN=C1SCc1cccnc1	7.0	-0.8	8.2	8.1	120.0	1.7	-2.1	-17.9	117.0
CC(C)C(NS(=O)(=O)c1ccc(Br)s1)C(=O)O (stereo not given)	15.0	3.1	1.9	33.1	102.0	5.8	-6.2	-8.1	102.0
CCC(C)c1ccccc1NS(=O)(=O)c1cnn(CC)c1 (stereo not given)	3.0	4.2	5.3	3.3	102.0	-0.2	-8.7	-0.4	103.0
COCCn1c(=O)c2c(nc3n2CCCN3CCc2ccccc2)n(C)c1=O	8.0	0.6	-3.7	4.0	106.0	9.4	4.3	-5.3	108.0
CC1CCN(c2c(NCC3CCC(C(=O)Nc4ccccn4)CC3)c(=O)c2=O)CC1 (stereo not given)	-4.0	8.1	-3.0	24.9	105.0	-0.1	15.1	-4.1	100.0
O=C(CCN1C(=O)/C(=C/c2ccccc2Cl)SC1=S)NC1=NCCS1	-10.0	2.6	7.3	-9.5	109.0	-0.9	9.1	4.1	100.0
Cc1c(Cl)c([N+](=O)[O-])nn1CC(=O)NCc1cccs1	3.0	6.5	-7.7	10.0	103.0	3.7	-2.1	-1.6	100.0
O=C(Cc1cccc2ccccc12)Nc1nnc(-c2cccc([N+](=O)[O-])c2)s1	8.0	6.6	-1.5	28.5	82.0	-1.6	17.7	-1.8	79.0
Cc1[nH]c2ccccc2c1SCCNC(=O)c1ccc(Br)o1	-2.0	4.3	-10.3	25.6	85.0	1.5	-14.6	14.9	95.0
Cc1ccc(NC(=O)CS(=O)CC(=O)Nc2ccc(N3CCOCC3)cc2)cc1Cl (stereo not given)	2.0	-2.1	-5.5	13.0	112.0	-2.0	11.8	4.7	101.0
CC(OC(=O)c1cccc([N+](=O)[O-])c1)C(=O)NCc1ccc2c(c1)OCO2 (stereo not given)	6.0	0.7	1.0	7.3	102.0	1.9	2.9	-3.0	106.0
Cc1nc(CC(=O)c2ccc(O)cc2O)cs1	-18.0	4.8	3.9	-2.0	70.0	-1.1	7.7	-0.4	75.0
Cc1nn(CC(=O)NCc2cccnc2)c(=O)c2ccccc12	0.0	5.2	-7.0	0.7	100.0	5.9	7.0	-1.4	103.0
Cc1nnc(SCC(=O)NC23CC4CC(CC(C4)C2)C3)n(N)c1=O	-2.0	1.7	1.1	14.9	103.0	3.3	9.3	-2.2	96.0
CCOc1ccccc1-c1nnc(CS(=O)(=O)c2ccccc2)o1	-3.0	0.3	0.3	-7.1	100.0	-0.1	-11.9	10.3	97.0
COC(=O)[C@H](Cc1ccccc1)NC(=O)NCc1cccs1	13.0	7.5	0.3	17.6	104.0	4.8	14.8	-18.0	105.0
COc1cccc(N/C(N)=N/c2nc(CSc3ccccn3)cc(=O)[nH]2)c1	-45.0	.	2.2	27.7	95.0	-2.9	-6.7	-6.6	97.0
COc1ccc(CCN2C(=NC(=O)CC(C)C)SC3CS(=O)(=O)CC32)cc1 (stereo not given)	-7.0	7.9	8.3	5.0	98.0	5.9	11.9	-11.3	95.0
O=C(Nc1ccccc1C(=O)OC1CCOC1=O)c1ccco1 (stereo not given)	1.0	2.6	0.3	8.5	106.0	-4.1	12.2	-2.4	107.0
CCCOC(=O)CCc1n[nH]c(=O)[nH]c1=O	22.0	2.5	3.6	1.8	108.0	4.7	23.1	11.1	107.0
COc1ccccc1OCCCC(=O)Nc1nnc(C2CCCO2)s1 (stereo not given)	2.0	13.9	1.9	16.3	103.0	1.2	-8.6	1.1	103.0
CC(C)C(=O)N1CCc2cc(-c3csc(N)n3)ccc21	4.0	-5.3	3.6	9.8	105.0	4.1	13.2	-8.3	101.0
CC[C@@H](Nc1ncnc2c1oc1ccccc12)C(=O)O	6.0	-5.5	-1.2	2.4	100.0	4.2	11.4	-11.9	93.0
CC(=O)Nc1ccc(S(=O)(=O)Nc2cc(-c3ccccc3)nn2C)cc1	-1.0	.	2.2	-15.0	103.0	-2.4	-2.7	2.4	104.0
CCc1nnc(NC(=O)CSc2ccc(-c3ccco3)nn2)s1	-10.0	1.6	4.3	9.4	97.0	-5.0	28.4	3.9	86.0
COc1ccc(-c2ccc(SCC(=O)N3CCOCC3)nn2)cc1OC	2.0	4.5	1.1	10.3	101.0	9.5	18.7	-10.3	98.0
Fc1ccc(CNC(=S)Nc2ccc(OC(F)F)cc2)cc1	-2.0	2.8	4.0	18.0	97.0	-0.8	-2.6	-7.6	95.0
O=C(N/N=C\c1cc([N+](=O)[O-])ccc1N1CCOCC1)c1ccccn1	-1.0	-4.0	-2.2	0.1	95.0	3.6	8.0	1.6	106.0
CCOC(=O)c1c(-c2ccc(C)cc2)csc1NC(=O)c1cccc(N2C(=O)CCC2=O)c1	-1.0	6.3	-7.2	15.9	97.0	0.5	-1.8	4.1	97.0
CCCC(=O)N(Cc1cccnc1)c1nc2c(OC)ccc(Cl)c2s1	1.0	3.8	-5.2	18.9	100.0	0.2	-9.4	-7.7	102.0
COC(=O)C1=C(C)N(CCC2=CCCCC2)C(=O)C1	3.0	5.8	-17.1	14.7	110.0	6.0	-11.6	-11.7	109.0
CCCCN(CC)CCCNC(=O)c1csc2c1CCCCC2	-11.0	2.9	-4.4	15.5	101.0	3.0	-5.5	-6.1	91.0
C=CCn1c(-c2cccnc2Cl)nc2cc(Cl)c(Cl)cc21	7.0	-5.2	-4.4	11.5	104.0	1.7	25.3	-4.4	110.0
O=C(O)CC1=C(O)C(=O)N(c2ccccc2)C1c1ccc(Br)cc1 (stereo not given)	2.0	-1.4	-12.5	-0.7	101.0	1.8	10.9	-14.0	96.0
COc1cccc(/C=C2/SC(=O)N(C)C2=O)c1OCc1ccc(C(=O)O)cc1	-1.0	5.4	28.9*	11.4	97.0	-0.5	19.4	-1.6	97.0
CCN(c1ccccc1)S(=O)(=O)c1ccc(Cl)c(NC(=O)COC(=O)c2cc(O)c3ccccc3c2O)c1	-21.0	.	-1.7	.	91.0	6.2	56.7	-9.4	89.0
CCOC(=O)c1c(NC(=O)COC(=O)CCS(=O)(=O)c2ccc(C)cc2)sc(C)c1C	16.0	1.6	7.0	14.2	106.0	5.2	-1.2	-4.8	102.0
O=C(Nc1nccs1)c1ccc(S(=O)(=O)NCc2cccs2)cc1	-1.0	-3.6	-0.1	-5.5	98.0	3.1	7.8	-7.3	97.0
COc1ccc(NC(=O)CSc2nnc(CCC(=O)Nc3ccc(C)c(Cl)c3)n2C)cc1	-1.0	1.9	-1.6	34.6	95.0	-2.7	-2.6	9.3	96.0

One compound at a time, as listed above.
Shown for `CCOC(=O)c1c(NC(=O)COC(=O)CCS(=O)(=O)c2ccc(C)cc2)sc(C)c1C` = MEKK2 mut-MEK5: 16.0; IDE act: 1.6; PfM18AAP inh: 7.0; NALP1 inh: 14.2; MEKK3 PB1 HTS: 106.0; IDE inh: 5.2; SUMO HTRF inh: -1.2; pCIP destab: -4.8; MEKK2wt PB1 HTS: 102.0
Shown for `c1ccc(Nc2nc(-c3cccs3)cs2)nc1` = MEKK2 mut-MEK5: 17.0; IDE act: -0.7; PfM18AAP inh: 1.2; NALP1 inh: -67.7; MEKK3 PB1 HTS: 118.0; IDE inh: -2.3; SUMO HTRF inh: -35.0; pCIP destab: 8.7; MEKK2wt PB1 HTS: 119.0

(continued)
smiles	MEKK2 mut-MEK5	IDE act	PfM18AAP inh	NALP1 inh	MEKK3 PB1 HTS	IDE inh	SUMO HTRF inh	pCIP destab	MEKK2wt PB1 HTS
CCc1c(C)sc(NC(=S)Nc2nc(C)cc(C)n2)c1C(=O)OC	4.0	4.9	-12.2	-5.0	106.0	-6.8	-47.0	-5.2	108.0
CC1CC(C)CN(CCCNC(=O)CN2C(=O)CSc3ccc(S(=O)(=O)N4CCCCC4)cc32)C1 (stereo not given)	-1.0	5.3	-0.9	-11.4	96.0	-8.0	.	4.0	99.0
Cc1nnc(NC(=O)CSc2ccccn2)s1	0.0	0.3	-1.3	0.3	102.0	4.4	-7.1	6.0	101.0
Cc1cc(C)cc(NC(=S)N(CCCN2CCN(C)CC2)Cc2cccs2)c1	0.0	3.6	-11.3	17.2	99.0	1.3	-7.7	-7.9	104.0
CC(C(=O)Nc1ccc(F)c(F)c1)N1CCN(C)CC1 (stereo not given)	21.0	2.1	4.1	7.7	104.0	-1.0	2.5	4.1	101.0

These rows are one share of the data; the hit share may differ from the screen's.
